# IMPase cell inh = cell-permeable inhibitors of inositol monophosphatase (IMPase); P97697; CHO-M1 cells, IP1 accumulation, HTRF TR-FRET ratio; inhibition (IP1 accumulation), % at 46.1 µM; 120,000 tested, under 10 active; AID 901; active = well fitted curve in the direction sought with a large enough effect in the signal ratio, not every such curve was filed as active; inconclusive = small, poorly fitted or top-dose-only effect, or a change in a side signal; inactive = no such curve, though single readings can be large or run the other way; the % refers to the signal ratio;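 also: cells stimulated with carbachol in lithium chloride buffer; plate controls were DMSO basal wells for no effect and reference inhibitor wells for full effect; higher means more IMPase inhibition seen as more IP1 and lower FRET ratio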
# Target sequence (P97697 whole entry, looked up): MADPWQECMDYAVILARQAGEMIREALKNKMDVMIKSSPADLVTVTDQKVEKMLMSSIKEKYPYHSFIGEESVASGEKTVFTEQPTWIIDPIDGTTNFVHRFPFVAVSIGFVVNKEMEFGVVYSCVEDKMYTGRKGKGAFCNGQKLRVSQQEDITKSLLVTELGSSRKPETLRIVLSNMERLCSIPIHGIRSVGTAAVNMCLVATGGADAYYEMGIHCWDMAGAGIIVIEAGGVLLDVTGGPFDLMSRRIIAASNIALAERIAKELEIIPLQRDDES
#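 Measured: the HTRF emission ratio (665/620 nm) plus the 620 nm donor channel, each fitted to the Hill equation to give AC50. Cells were CHO-M1 given compounds up to 46 uM and a 30 min carbachol stimulation at 37C.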
# 12-hLO inh = 12-hLO (ALOX12) enzyme inhibition. hit rate 0.12% among 150,000. AID 1452. P18054. Potency, µM (highest dose often 57.1 µM), for the others: top-dose activity change, negative = inhibition, most hits filed as inhibitors. purified 12-hLO, xylenol orange hydroperoxide absorbance; also: potency is read from the fitted curve at half-maximal effect; nearly all actives have a fitted effect of over 55% in size; many of its hits are not listed in these tables
#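 Hydroperoxide formation by human 12-lipoxygenase from 40 uM arachidonic acid was followed colorimetrically via ferric-xylenol orange complex, using the 573/405 nm absorbance ratio. Enzyme concentration was 150 nM, with 30 min reaction at room temperature.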
# PNC inhibitor = perinucleolar compartment assembly inhibition. PC3M PTB-GFP, PNC prevalence imaging, 16 h; stronger effect = lower value. activity change (PNC), negative = inhibition, % at 10 µM. hit rate 3.1% among 140,000;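 active = readout at or below -70, meaning at least 70% loss of cells showing the perinucleolar compartment, a nuclear body marking cancer cells; inconclusive = readout between -30 and a set limit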;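 also: plate controls were DMSO wells for no effect and camptothecin positive control wells for full effect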
#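 Compounds are pinned in duplicate onto adhered PC3M cells stably expressing GFP-tagged PTB and incubated 16 h at 37 C. Cells are then fixed, nuclei stained with Hoechst, and PNC-positive cells counted.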
# 15-hLO-2 inh = blocks human 15-lipoxygenase 2 activity | purified 15hLO-2, xylenol orange hydroperoxide absorbance | Potency, µM (series often up to 57.1 µM), inactives show at the highest dose activity change, negative = inhibition, usual class: inhibitors | hit rate 0.56% among 110,000 | AID 881; also: potency is read from the fitted curve at half-maximal effect; nearly all actives have a fitted effect of over 60% in size; many of its hits are not listed in these tables
# Target sequence (O15296 whole entry, looked up): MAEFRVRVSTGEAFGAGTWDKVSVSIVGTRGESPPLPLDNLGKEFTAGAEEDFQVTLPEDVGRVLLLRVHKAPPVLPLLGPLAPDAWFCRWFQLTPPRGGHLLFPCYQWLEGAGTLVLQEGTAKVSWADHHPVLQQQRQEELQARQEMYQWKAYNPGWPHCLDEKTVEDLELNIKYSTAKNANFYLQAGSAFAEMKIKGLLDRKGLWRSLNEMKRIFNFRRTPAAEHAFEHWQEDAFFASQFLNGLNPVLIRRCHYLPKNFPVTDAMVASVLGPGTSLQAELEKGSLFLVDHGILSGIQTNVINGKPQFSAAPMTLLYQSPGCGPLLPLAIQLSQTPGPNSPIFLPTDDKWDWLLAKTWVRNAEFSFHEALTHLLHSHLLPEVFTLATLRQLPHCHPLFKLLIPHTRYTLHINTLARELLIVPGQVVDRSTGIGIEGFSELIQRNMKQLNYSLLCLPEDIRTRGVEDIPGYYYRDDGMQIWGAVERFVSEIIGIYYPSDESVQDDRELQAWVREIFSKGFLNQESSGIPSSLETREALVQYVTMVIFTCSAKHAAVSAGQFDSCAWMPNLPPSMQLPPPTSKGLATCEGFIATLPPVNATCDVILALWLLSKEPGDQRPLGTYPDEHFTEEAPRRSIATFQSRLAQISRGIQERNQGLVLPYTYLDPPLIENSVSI
#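 Screening format was qHTS against 50 nM purified 15hLO-2 in Hepes pH 7.5 with detergent. Activity follows hydroperoxide formation from 45 uM arachidonic acid, measured as 573:405 nm absorbance ratio of the ferric-xylenol orange complex.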
# * = called active by the depositor; ? = inconclusive; . = not tested or not shown; [ ] = remark or other dose. Unless noted, calls follow the shape of the dose curve; as a rule, active = well fitted curve in the direction sought with a large enough effect; inconclusive = small, poorly fitted or top-dose-only effect, or another doubt; inactive = no such curve, though single readings can be large; an effect the other way counts as inactive or inconclusive. Unless noted, % is scaled to controls: 0 for no effect and ±100 for the full control effect.
SMILES,IMPase cell inh,12-hLO inh,PNC inhibitor,15-hLO-2 inh
Cc1nn(-c2cccc3cccnc23)c(=O)c2ccccc12,-2,-1%,34,-6%
Cc1ccc(NC(=O)C2CC(=O)N/C(=N/N=C/c3ccco3)S2)cc1 (stereo not given),-2,1%,?,.
Cn1c(SCC(=O)C(C)(C)C)nnc1-c1ccccn1,-6,-3%,?,2%
COc1ccc(C2=CC(c3cccc(OC)c3)n3nnnc3N2)cc1 (stereo not given),1,-1%,-5,.
Cc1cc(O)c(-c2ccno2)cc1Cl,.,-1%,14,.
O=C(Nc1cccc(F)c1)N1CCC2(CCNCC2)CC1,.,-1%,.,1%
COc1ccc2o/c(=N\O)c(C(=O)Nc3ccccc3OC)cc2c1,-1,2%,18,-22%
C[C@H](N)CCCC(C)(C)O,0[20.6 µM],1%[25.6 µM],.,3%[25.6 µM]
Brc1cccc(CNCc2cccs2)c1,.,4%,-89*,.
Cc1ccc(Sc2ccc(NC(=O)CCl)cc2)cc1C,.,-8%,-6,.
Cc1c(Cl)cccc1N=c1c([N+](=O)[O-])nn(-c2ccccc2)n1O,-3,-11%,?,-11%
CCOC(=O)c1cc(=O)n(-c2ccc(Cl)cc2C)[nH]1,.,-21%,4,.
O=C(c1cccnc1)N1CCN(C(=O)c2ccccc2F)CC1,6,-3%,-26,3%
O=C(O)c1ccccc1SCC(=O)N1CCCCC1,3,-3%,-6,-4%
COc1ccc(-n2c(Cc3cccn3C)nnc2SCC(=O)N2CCCc3ccccc32)cc1,6,-2%,14,-9%
Cc1cccc(NC(=O)CSc2nnc(Cn3nnc(-c4ccccc4)n3)n2-c2ccccc2)c1,3,-11%,?,15%
CCOC(=O)CN(C(=O)CSc1nnc(-c2ccc(OC)c(OC)c2)o1)c1ccccc1,0,2%,?,2%
CCCOC(=O)Oc1ccc2c(=O)c(Oc3cc(C)cc(C)c3)coc2c1,.,3%,14,.
Cc1ccc(OCCCC(=O)Nc2ccc(N3CCOCC3)cc2)cc1,7,-8%,?,-14%
COCCn1c(SCC(=O)NCC2CCCO2)nc2c(c1=O)SC(C)C2 (stereo not given),3,-2%,7,-1%

# 5 entries from above, arranged by molecular weight, lowest first.
SMILES,IMPase cell inh,12-hLO inh,PNC inhibitor,15-hLO-2 inh
O=C(Nc1cccc(F)c1)N1CCC2(CCNCC2)CC1,.,-1%,.,1%
Cc1ccc(Sc2ccc(NC(=O)CCl)cc2)cc1C,.,-8%,-6,.
O=C(c1cccnc1)N1CCN(C(=O)c2ccccc2F)CC1,6,-3%,-26,3%
Cc1ccc(NC(=O)C2CC(=O)N/C(=N/N=C/c3ccco3)S2)cc1 (stereo not given),-2,1%,?,.
CCCOC(=O)Oc1ccc2c(=O)c(Oc3cc(C)cc(C)c3)coc2c1,.,3%,14,.

# The listing picks up, starting 6 compounds before the break.
SMILES,IMPase cell inh,12-hLO inh,PNC inhibitor,15-hLO-2 inh
COc1ccc(-n2c(Cc3cccn3C)nnc2SCC(=O)N2CCCc3ccccc32)cc1,6,-2%,14,-9%
Cc1cccc(NC(=O)CSc2nnc(Cn3nnc(-c4ccccc4)n3)n2-c2ccccc2)c1,3,-11%,?,15%
CCOC(=O)CN(C(=O)CSc1nnc(-c2ccc(OC)c(OC)c2)o1)c1ccccc1,0,2%,?,2%
CCCOC(=O)Oc1ccc2c(=O)c(Oc3cc(C)cc(C)c3)coc2c1,.,3%,14,.
Cc1ccc(OCCCC(=O)Nc2ccc(N3CCOCC3)cc2)cc1,7,-8%,?,-14%
COCCn1c(SCC(=O)NCC2CCCO2)nc2c(c1=O)SC(C)C2 (stereo not given),3,-2%,7,-1%
COc1ccc(S(=O)(=O)N2CCCC(C(=O)Nc3cccc(C(C)=O)c3)C2)cc1 (stereo not given),12,-9%,23,-8%
NC(=O)C1CCN(C(=O)c2cnn(-c3ccccc3)c2NC(=O)c2ccco2)CC1,-5,-3%,?,6%
COC(=O)c1cn(Cc2ccccc2C)nn1,.,3%,0,.
CC(=O)c1c(O)cc(C)n(Nc2nc(C)cc(C)n2)c1=O,-4,0%,16,42%[activator]
Cc1ccc(-n2cc(C(=O)c3ccccc3O)cn2)cc1,5,-5%,16,.
Cc1ccc(S(=O)(=O)NCc2ccco2)c(C)c1C,-6,-1%,6,-4%
Cc1cc(C)c(N=Cc2c(O)n(-c3nccs3)c(=O)c3ccccc23)c(C)c1,?,-1%,-20,.
O=C(C1CCCCC1)N1CCCC(c2nc(-c3ccc(F)cc3)no2)C1 (stereo not given),-5,-5%,8,-5%
CN(CC(=O)NCc1ccc(F)cc1)S(=O)(=O)c1cccc2nsnc12,6,-3%,94,.
O=C(NCC(=O)N(c1cnc2ccccc2c1)C(C(=O)NC1CCCC1)c1ccncc1)c1ccco1 (stereo not given),?,-8%,3,.
O=S(=O)(N/N=C1/CC(c2ccccc2)Oc2ccccc21)c1ccc(Br)cc1 (stereo not given),3,-16%,?,-3%
CCSC1=C(C#N)C2(CCCCC2)C(C#N)C(=O)N1 (stereo not given),6,-4%,3,0%
CC(C)NS(=O)(=O)c1ccc(OCC(=O)NCc2ccccc2)cc1,-3,-3%,?,15%
Cc1cc(C)n(-c2cc(N3CCN(S(=O)(=O)c4ccc(Br)cc4)CC3)ccc2[N+](=O)[O-])n1,.,-1%,?,.
COCC(=O)N1CCC2(CCCN(Cc3cc(C(F)(F)F)cc(C(F)(F)F)c3)C2)CC1,.,1%,.,8%
CCCn1cnc2sc(C(N)=O)c(C)c2c1=O,-8,-5%,34,-5%
CCc1c(C)c(C#N)c2nc3ccccc3n2c1-n1nc(C)cc1C,.,-3%,?,.
CC(=O)C1=C(O)C(=O)N(C)C1c1ccccc1F (stereo not given),4,7%,-2,-3%
COc1ccc(C2C(C(=O)N3CCCC3)c3cc(OC)c(OC)cc3C(=O)N2C)cc1 (stereo not given),2,5%,4,2%
COc1ccc(CCNC(=O)c2nonc2N)cc1OC,1,0%,-16,3%
CN(C)S(=O)(=O)Oc1ccsc1C(=O)Nc1ccc(Cl)c(Cl)c1,4,-13%,1,20%
CN1C[C@@H]2C(c3ccc(C(F)(F)F)cc3)C3(c4ccc(C#N)cc4)CC2(C3)[C@H]1c1ccccc1 (stereo not given in full),.,-6%,.,27%
CC1(C)CC(N=C=O)CC(C)(CN=C=O)C1 (stereo not given),.,-3%,.,4%
CC(=O)Nc1ccc(S(=O)(=O)NCCSc2ccccn2)cc1,-1,-4%,?,1%
COC(=O)c1ccc(/C=C/C(=O)c2ccc(OC)c(OC)c2)cc1,-14,-6%,6,3%
Cc1cccc2nc(CSc3nc4[nH]ncc4c(=O)n3-c3cccc(Cl)c3)cc(=O)n12,.,4%,?,.
CC(C)C(C)(C#N)NC(=O)CSc1nc2scc(-c3ccco3)c2c(=O)n1-c1ccccc1 (stereo not given),-9,-26%,-14,-9%
COc1ccc(C(C)=O)cc1CSc1nnc(Nc2c(C)cccc2C)s1,.,-3%,6,.
COCC(C)n1c(C)cc(C(=O)COC(=O)CNC(=O)c2ccccc2)c1C (stereo not given),.,-1%,28,.
CCCCOc1ccccc1NC(=O)c1ccco1,-12[1.84 µM],-1%,-1,2%[11.4 µM]
O=C(Oc1ccc2c(c1)OCO2)c1ccc(F)cc1Cl,6,-28%,-109*,6%
CCN(CC)C(=O)N1CCn2c(nc3ccccc32)C1,8,-1%,26,.
CCCNC(=O)NCCc1ccncc1,6,7%,?,2%
O=C1c2oc3ccccc3c(=O)c2C(c2cccc(F)c2)N1CCCO (stereo not given),-3,-2%,19,-2%
CCc1cccc2c(C(=O)CSc3nnc(-c4ccoc4C)n3C)c[nH]c12,2,-7%,-18,1%
Cc1cccc(NC(=O)CCN2C(=O)C3C4C=CC(C4)C3C2=O)c1 (stereo not given),8,-3%,-28,-1%
COCCNC(=O)C(c1ccc(C)cc1)N(C(=O)CCC(=O)Nc1ccccn1)C1CCCC1 (stereo not given),7,-4%,-8,7%
CCC(Sc1ncccc1C(=O)OC(C)C)C(=O)N1CCOCC1 (stereo not given),3,5%,?,.
CN(C)c1ccnc2sc3c(SCc4ccc(Cl)cc4)ncnc3c12,-3,-3%,21,.
CCOC(=O)C1CCN(c2cc(=O)n(Cc3ccc(F)cc3)c(=O)[nH]2)CC1,-4,0%,?,1%

# Printed as active in PNC inhibitor (from the list above):
SMILES,IMPase cell inh,12-hLO inh,PNC inhibitor,15-hLO-2 inh
Brc1cccc(CNCc2cccs2)c1,.,4%,-89*,.
O=C(Oc1ccc2c(c1)OCO2)c1ccc(F)cc1Cl,6,-28%,-109*,6%

# (more compounds)
SMILES,IMPase cell inh,12-hLO inh,PNC inhibitor,15-hLO-2 inh
O=C(Nc1nnc(SCc2ccc(F)cc2)s1)C1CC(=O)N(c2ccc3c(c2)OCCO3)C1 (stereo not given),10,1%,?,.
Cc1ccc(N2C(=O)CC(Sc3ncn[nH]3)C2=O)cc1C (stereo not given),4,-13%,-1,?
Cc1cc(C)c(S(=O)(=O)n2cnc3ccccc32)c(C)c1,-2,1%,?,-2%
Cc1scc(C(=O)N/N=C/c2ccc(OC(C)C)cc2)c1C,8,-3%,-12,-4%
O=C(CCS(=O)(=O)c1cccc2nsnc12)NC1CCCCCC1,1,4%,-17,-6%
CC(C)CNc1cc(N2CCCC2)ccc1[N+](=O)[O-],17,-13%,55,?
Cc1cccc(-c2nc(=S)c3c(o2)CCCC3)c1,8,-1%,19,-2%
NC(=O)c1ccc(NC(=O)CSC2=Nc3ccccc3C3CC=NN23)cc1 (stereo not given),-2,2%,-2,5%
CCOC(=O)CSc1nc2cc(C(=O)NCc3ccco3)ccc2c(=O)n1C1CCCCC1,-5,1%,66,-5%
CCN(CC)S(=O)(=O)c1ccc(C(=O)Nc2ccc(OCC(=O)N3CCOCC3)cc2)cc1,3,-5%,31,1%
Cc1ccc(C)n1CCN1CCN(CC(=O)Nc2cc(C(F)(F)F)ccc2Cl)CC1,-2,-2%,30,5%
Cc1cc(NC(=O)CSc2nnc3c(C)cc4ccccc4n23)no1,-1,3%,9,-8%
O=C(COC(=O)/C=C/c1cccs1)NC(c1ccccc1)c1ccccc1,-2,5%,-119*,.
COc1ccc(/C=N/NC(=O)c2ccoc2C)cc1COc1ccc(Cl)cc1,12,-17%,20,9%
Cc1cc(C)cc(OCC(=O)NNC(=O)c2cc(C)[nH]n2)c1,-2,0%,55,.
CCCC(=O)N1CC(=O)Nc2ccc(F)cc2C1c1ccccc1 (stereo not given),-2,-1%,1,0%

# Copied from the list:
# Result for O=C(CCS(=O)(=O)c1cccc2nsnc12)NC1CCCCCC1 in PNC inhibitor: -17
# Result for O=C(Nc1nnc(SCc2ccc(F)cc2)s1)C1CC(=O)N(c2ccc3c(c2)OCCO3)C1 (stereo not given) in IMPase cell inh: 10
# Result for CCCC(=O)N1CC(=O)Nc2ccc(F)cc2C1c1ccccc1 (stereo not given) in IMPase cell inh: -2

# Assay outcomes deposited in PubChem by National Center for Advancing Translational Sciences (NCATS).

# Only part of the results is shown; the hit share may differ from the screen's.
